# Screens (PubChem BioAssay)
# NR3A LBD binder – binders of NR3A ligand-binding domain, primary screen, biophysical, differential scanning fluorimetry, uHTS; Glutamate receptor ionotropic, NMDA 3A (GRIN3A) ligand-binding domain; NR3A LBD differential scanning fluorimetry, Tm shift; 0% = protein alone, 100% = glycine-bound protein; Tm shift relative to glycine control, % at 25 µM; 340,000 tested, 2.5% active; AID 1259313, 2017;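 active = melting temperature shift of at least 10% of the positive control shift, at one fixed dose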
# SENP6 inh – SENP6 protease inhibitors, primary screen, biochemical, luminescence, uHTS; inhibition, % at 10 µM; Sentrin-specific protease 6 (Homo sapiens), Q9GZR1; 330,000 tested, 1.8% active; Recombinant SENP6 catalytic domain, aminoluciferin luminescence;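 active = inhibition above about 50% at the single tested dose, limit read from the data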;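 also: plate controls were DMSO wells with enzyme for no effect and DMSO wells lacking enzyme for full effect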
# ATG4B inhibitor – ATG4B protease inhibitors, primary screen, biochemical, fluorescence, uHTS; Cysteine protease ATG4B (Homo sapiens), Q9Y4P1; ATG4B cleavage of LC3-PLA2, NBD-HPC fluorescence, 1 h; inhibition, % at 8.33 µM; 340,000 tested, 0.51% active; AID 504462, 2011; in the data active = inhibition above about 40%
# Target sequence (Q9Y4P1 whole entry, looked up): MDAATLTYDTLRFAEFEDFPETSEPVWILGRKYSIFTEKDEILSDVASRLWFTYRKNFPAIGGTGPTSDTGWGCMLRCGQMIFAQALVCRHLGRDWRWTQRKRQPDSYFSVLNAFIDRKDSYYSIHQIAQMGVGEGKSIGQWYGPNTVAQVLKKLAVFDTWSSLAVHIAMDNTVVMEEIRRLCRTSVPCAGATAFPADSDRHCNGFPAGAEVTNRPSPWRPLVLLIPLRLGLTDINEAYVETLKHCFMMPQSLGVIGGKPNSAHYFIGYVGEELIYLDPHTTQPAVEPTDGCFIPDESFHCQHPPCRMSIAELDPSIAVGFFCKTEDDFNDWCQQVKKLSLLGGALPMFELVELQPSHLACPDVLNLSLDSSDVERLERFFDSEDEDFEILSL
# SENP7 block – SENP7 protease inhibitors, primary screen, biochemical, luminescence, uHTS. inhibition, % at 5 µM. Sentrin-specific protease 7 (Homo sapiens), Q9BQF6. AID 434973, 2010. 330,000 tested, 1.5% active. recombinant SENP7, Z-RLRGG-aminoluciferin luminescence, 40 min;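 active = inhibition above about 50% at the single test dose, limit read from the data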;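 also: plate controls were DMSO with enzyme for no effect and no enzyme buffer wells for full effect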
# Target sequence (Q9BQF6 706-1050 limits assumed): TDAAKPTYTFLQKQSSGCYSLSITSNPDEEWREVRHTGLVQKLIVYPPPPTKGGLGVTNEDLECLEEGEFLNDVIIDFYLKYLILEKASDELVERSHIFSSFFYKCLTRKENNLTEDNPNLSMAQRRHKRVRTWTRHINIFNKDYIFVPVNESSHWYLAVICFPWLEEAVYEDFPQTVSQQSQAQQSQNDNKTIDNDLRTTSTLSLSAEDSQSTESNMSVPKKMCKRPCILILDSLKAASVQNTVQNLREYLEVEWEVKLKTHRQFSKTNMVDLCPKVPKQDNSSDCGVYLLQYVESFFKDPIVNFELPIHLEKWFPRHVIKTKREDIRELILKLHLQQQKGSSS
# SENP8 inh – human SENP8 protease inhibitors, primary screen, biochemical, fluorescence, Nedd8 protein substrate, uHTS; inhibition, % at 20 µM; 360,000 tested, 0.64% active; AID 602440, 2012; recombinant SENP8; in the data active = inhibition mostly above about 40%, no sharp cut-off; inactive = mostly below about 27%
# Target sequence (Q96LD8 whole entry, looked up): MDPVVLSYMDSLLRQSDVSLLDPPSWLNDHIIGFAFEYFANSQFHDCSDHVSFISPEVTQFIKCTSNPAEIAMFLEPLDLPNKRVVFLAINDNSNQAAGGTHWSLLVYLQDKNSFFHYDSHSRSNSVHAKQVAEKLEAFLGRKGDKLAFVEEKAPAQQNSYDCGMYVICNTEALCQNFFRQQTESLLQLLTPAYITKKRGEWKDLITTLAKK
# HKDC1 inhibitor – HKDC1 hexokinase inhibitors, primary screen, biochemical, fluorescence, uHTS. Q2TB90. recombinant HKDC1, G6PDH/diaphorase resazurin coupled fluorescence. inhibition, % at 20 µM. 340,000 tested, 0.16% active. AID 493160, 2011;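 active = inhibition above about 35% when tested at 20 µM, limit read from the data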;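 also: plate controls were DMSO wells with enzyme for no effect and DMSO wells lacking enzyme for full effect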
#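 test system = in-house recombinant HK5 (HKDC1) enzyme | amount = HKDC1 at 5 µg/mL | control set = DMSO-enzyme wells negative, buffer-substituted wells positive | compound = one dose of 20 µM, 1% DMSO | schedule = reaction time 90 min, room temperature, protected from light | technique = resorufin fluorescence at 613 nm | reagent = glucose with 1 mM ATP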
# PfG6PD inh – PfG6PD enzyme inhibitors, primary screen, biochemical, fluorescence intensity, uHTS | PfGluPho enzyme, NADPH resazurin-diaphorase fluorescence | 350,000 tested, 0.78% active | inhibition, % at 20 µM | glucose-6-phosphate dehydrogenase-6-phosphogluconolactonase (Plasmodium falciparum 3D7);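 active = inhibition reaching at least a set limit at 20 µM in the primary screen, cut at about 59% in these data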;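 also: 0% = DMSO wells with substrate and 100% = DMSO wells lacking glucose-6-phosphate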
# MPTP block – mitochondrial permeability transition pore inhibitors, primary screen, biochemical, isolated mouse mitochondria, absorbance; AID 602449, 2012; 360,000 tested, 1.4% active; inhibition, % at 10 µM; Ca2+ swelling absorbance, 30 min;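 active = inhibition of 50% or more, scaled per plate between neutral and stimulator controls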;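 also: 0% = DMSO wells given calcium and 100% = 1 mM EGTA wells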
# An asterisk follows results filed as active; . = no result given.
# Keys: A = NR3A LBD binder; B = SENP6 inh; C = ATG4B inhibitor; D = SENP7 block; E = SENP8 inh; F = HKDC1 inhibitor; G = PfG6PD inh; H = MPTP block
1) COc1ccc(N2CCN(CCNC(=O)c3ccc(NC(=O)C4CCCO4)cc3)CC2)cc1 (stereo unspecified)
  A: 3; B: -10; C: -2; D: 1; E: 25; F: -1; G: -2; H: -1.1
2) COc1ccc(-c2cc(C3CCNCC3)[nH]n2)cc1
  A: 1; B: 6; C: -11; D: 2; E: 20; F: 2; G: 12; H: -0.2
3) CCc1ccc(C2CC(c3ccc(F)cc3)Nc3nc(N)nn32)cc1 (stereo unspecified)
  A: 0; B: -1; C: 9; D: -6; E: -27; F: 3; G: -5; H: -1.1
4) COC(=O)CSc1nnc(CNS(=O)(=O)c2ccc(Cl)cc2)n1C
  A: 1; B: -4; C: -5; D: -11; E: 27; F: -5; G: -5; H: -3.8
5) COc1ccc(NS(=O)(=O)c2csc(C(=O)N3CCCC3)c2)c(OC)c1
  A: 1; B: 6; C: -3; D: 4; E: -7; F: -1; G: -14; H: -1.3
6) CC(OC(=O)c1ccco1)C(=O)NCc1ccc2c(c1)OCO2 (stereo unspecified)
  A: 0; B: 1; C: -1; D: 8; E: 8; F: -4; G: -21; H: 0.4
7) O=c1oc2cc(O)c(Cl)cc2c2ccccc12
  A: -13; B: 61*; C: -6; D: 11; E: -89; F: 20; G: -23; H: 6.7
8) COCC(C)n1c(C)cc(C(=O)CSc2nnnn2C2CCCC2)c1C (stereo unspecified)
  A: 1; B: 1; C: -3; D: 1; E: 9; F: 3; G: 4; H: -1.3
9) CCOc1ccc(N(Cc2nnc3n2CCCCC3)C(=O)Nc2cccc(C)c2)cc1
  A: -1; B: -15; C: 15; D: 9; E: 20; F: 0; G: 7; H: -0.4
10) CCC(CO)NCc1ccc2c(c1)n(C)c(=O)n2C (stereo unspecified)
  A: 1; B: -13; C: 3; D: -5; E: 10; F: 10; G: -10; H: 0.5
11) C=CCN1C=C2C(=O)C(C)(OC(=O)C3CCCC3)C(=O)C(c3ccccc3)=C2C=C1CCCC(=O)OC (stereo unspecified)
  A: -2; B: 10; C: -1; D: -4; E: -2; F: 13; G: -1; H: 1.2
12) CCCCc1c(C)nc2c(OC)cccc2c1SCC(=O)O
  A: -2; B: -8; C: 15; D: -5; E: -203; F: 1; G: -2; H: 0.9
13) OCCC1CN(Cc2ccc(F)cc2)CCN1CCCc1ccccc1 (stereo unspecified)
  A: -4; B: -2; C: 4; D: -5; E: 15; F: 4; G: -5; H: -0.2
14) CC(C)c1ccc(NC2=CC(=O)CC(C)(C)C2)cc1
  A: 1; B: 17; C: -4; D: 2; E: 6; F: -2; G: 26; H: 0.0
15) O=C(Nc1cnn(Cc2ccc(F)cc2)c1)C(c1ccccc1)c1ccccc1
  A: 20*; B: 11; C: 27; D: 4; E: 14; F: -2; G: 13; H: -23
16) COc1ccc(S(=O)(=O)Nc2ccccn2)cc1C
  A: 2; B: -5; C: -2; D: 8; E: -46; F: -10; G: 0; H: -2.0
17) COC(=O)c1cc(C(=O)OC)cc(N2C(=O)CC(NNC(=O)c3ccccc3Cl)C2=O)c1 (stereo unspecified)
  A: -7; B: -2; C: 1; D: -15; E: 14; F: -3; G: -22; H: 6.3
18) O=C(Cn1c(=O)oc2cc(S(=O)(=O)N3CCOCC3)ccc21)N1CCc2ccccc2C1
  A: -2; B: -3; C: -1; D: -1; E: 30; F: -7; G: -10; H: 0.7
19) CN(C(=O)CC(NC(=O)c1ccccc1Cl)c1ccccc1)c1ccccc1 (stereo unspecified)
  A: -1; B: -15; C: -3; D: -12; E: 11; F: -3; G: -2; H: 1.0
20) O=C(O)c1ccc(N2C(=O)CC(N3C(=O)/C(=C/c4ccc(Cl)cc4)SC3=S)C2=O)cc1 (stereo unspecified)
  A: 5; B: -17; C: 1; D: 4; E: 29; F: 1; G: -11; H: 6.9
21) Cc1ccc(N2CC(C(=O)N3CCC(C(=O)Nc4nncs4)CC3)CC2=O)cc1 (stereo unspecified)
  A: 3; B: -19; C: -15; D: 0; E: 2; F: -4; G: -6; H: -1.8
22) COc1ccc(NC(=O)c2cccc(NS(=O)(=O)c3ccccc3)c2)cc1
  A: -8; B: 2; C: 2; D: -2; E: 4; F: -1; G: 18; H: 0.4
23) CC(C)(C)c1ccc(C(=O)Oc2ccc3c(c2)OCC3=O)cc1
  A: -1; B: -24; C: 8; D: -8; E: 19; F: -6; G: -8; H: -4.1
24) CCCNCCC(c1ccco1)c1ccccc1OC (stereo unspecified)
  A: -1; B: -18; C: -5; D: -10; E: 5; F: -11; G: -7; H: -1.6
25) c1ccc2c(c1)OCC(c1nnc3n1-c1ccccc1SC3)O2 (stereo unspecified)
  A: 4; B: 2; C: -3; D: 0; E: 20; F: -5; G: 1; H: 0.5
26) O=C(NCCCN1CCOCC1)c1ccc(Br)cc1
  A: -1; B: 10; C: 7; D: -7; E: 17; F: 2; G: -14; H: -0.2
27) COc1ccc(CNc2ccc(C(=O)O)cc2)cc1
  A: -1; B: 22; C: 7; D: 12; E: 10; F: 0; G: -18; H: -1.5
28) Cc1ccc(/C=C/C(=O)OCC(=O)NC(C)C)o1
  A: 0; B: 7; C: 3; D: -1; E: -1; F: 0; G: 11; H: -1.5
29) CCOC(=O)C1CCN(C(=S)Nc2ccc(Cl)cc2C)CC1
  A: -16; B: 5; C: 12; D: -15; E: 3; F: -3; G: -15; H: 1.6
30) O=[N+]([O-])c1ccc(/C=C/C2=NN(c3ccccc3)C(c3ccco3)C2)cc1 (stereo unspecified)
  A: 263*; B: .; C: 4; D: .; E: 24; F: 4; G: 22; H: 8.4
31) COc1ccc(CN=Cc2c(C(=O)O)[nH]c3ccccc23)cc1
  A: 2; B: -1; C: 3; D: 0; E: -53; F: -5; G: 7; H: -2.7
32) COc1ccc(Cl)cc1-c1nc(SCC(=O)NC2CCS(=O)(=O)C2)n[nH]1 (stereo unspecified)
  A: 1; B: 7; C: -7; D: 5; E: 8; F: -6; G: 8; H: -1.2
33) COc1ccc(CCNC(=O)C2CCN(S(=O)(=O)c3ccc(SC)cc3)CC2)cc1
  A: 3; B: 0; C: -10; D: 1; E: 9; F: 4; G: 7; H: -0.5
34) CNC(=O)C(=O)NCC1OCCCN1S(=O)(=O)c1cccs1 (stereo unspecified)
  A: -2; B: 3; C: 0; D: 4; E: 6; F: -11; G: 5; H: 1.1
35) O=C(O)C1=CC[C@@H](c2ccc(Cl)cc2)N(S(=O)(=O)c2ccc(Cl)cc2)[C@H]1c1ccc(Br)cc1
  A: -8; B: 10; C: 27; D: 7; E: 11; F: 14; G: 1; H: -1.4
36) CCN(CC)c1ccc(/C=C2/C(=O)c3ccc(C(=O)O)cc3C2=O)cc1
  A: 7; B: .; C: 2; D: .; E: 32; F: 29; G: -9; H: 72*
37) CC(=O)C(C)Sc1nnc(-c2ccccc2F)n1C1CC1 (stereo unspecified)
  A: -1; B: -20; C: -6; D: -11; E: 14; F: -5; G: 5; H: -0.7
38) CCCCN(C(=O)c1c(CC)noc1C)c1c(N)n(CCCC)c(=O)[nH]c1=O
  A: -2; B: -25; C: -1; D: 15; E: -20; F: -3; G: 1; H: -0.5
39) O=C(NC1CCCCC1)C(Cc1ccccc1)NS(=O)(=O)c1cccs1 (stereo unspecified)
  A: 0; B: -5; C: -4; D: -20; E: -12; F: -8; G: 4; H: 0.4
40) Cc1cc(NC(=O)COC(=O)c2ccc(S(=O)(=O)N3CCCc4ccccc43)cc2)no1
  A: -6; B: -23; C: -10; D: 1; E: 5; F: 3; G: -6; H: 1.4
41) CCN(CC)C(=O)Cn1cc(/C=C(\C#N)C(=O)N2CCN(c3ccccc3)CC2)c2ccccc21
  A: 3; B: 9; C: -9; D: 3; E: 16; F: 14; G: 15; H: -1.2
42) COc1cc(NC(=O)c2ccc(C)cc2C)ccc1NC(=O)c1cc2ccccc2o1
  A: -10; B: 0; C: -6; D: 6; E: -310; F: -4; G: -7; H: 2.6
43) COc1ccc2nc(SCC(=O)Nc3ccccc3C)[nH]c2c1
  A: 1; B: 3; C: -3; D: 12; E: 13; F: -8; G: 1; H: -0.7
44) CN(C)/C=N/NC(=O)c1ccccc1
  A: 6; B: -4; C: -10; D: -2; E: 7; F: 16; G: 1; H: -2.5
45) CC(=O)Oc1ccccc1C(=O)C=Cc1cccc([N+](=O)[O-])c1
  A: 3; B: .; C: 3; D: .; E: 2; F: 11; G: 43; H: 1.9
46) S=c1nc(C23CC4CC(CC(C4)C2)C3)[nH][nH]1
  A: -2; B: -8; C: -9; D: -3; E: -2; F: -1; G: 38; H: 2.4
47) CCOC(=O)N1CCN(C(=O)CC(=O)Nc2ccc3nc4n(c(=O)c3c2)CCCCC4)CC1
  A: -2; B: -11; C: 7; D: -6; E: 1; F: 3; G: -7; H: -1.9
48) COCCn1c(SCc2nc3sc(C(=O)OC)c(C)c3c(=O)[nH]2)nc2ccccc21
  A: -9; B: 4; C: 0; D: 3; E: -46; F: 3; G: 10; H: 2.6
49) O=C(Nc1ccc(N2CCOCC2)cc1)c1cccc2c(Br)cccc12
  A: 1; B: -4; C: 0; D: 10; E: -42; F: -6; G: -17; H: 0.3
50) CN(C(=O)COC(=O)CSc1cc(Cl)ccc1Cl)c1c(N)n(Cc2ccccc2)c(=O)[nH]c1=O
  A: -1; B: -7; C: -15; D: 14; E: -7; F: -1; G: 11; H: -2.4
51) O=C(O)c1cc(-c2ccccc2Cl)n[nH]1
  A: 0; B: -5; C: -11; D: 7; E: 20; F: 4; G: -5; H: 4.4
52) CCOCCCn1c(NN)nc2ccccc2c1=O
  A: 0; B: -2; C: -2; D: -1; E: 34*; F: 16; G: -8; H: 0.5
53) COc1ccccc1C(=O)OCCN1CCOCC1
  A: -1; B: -36; C: -14; D: -2; E: 16; F: -15; G: -1; H: 0.3
54) CCOc1ccc(-c2cccc(NC(=O)COc3ccccc3)c2)nn1
  A: 4; B: 10; C: -12; D: 8; E: 18; F: -5; G: 8; H: -0.9
55) O=C(COc1ccc(Cl)cc1Cl)N/N=C/C1CC=CCC1 (stereo unspecified)
  A: 1; B: -9; C: -6; D: 4; E: 2; F: 2; G: 7; H: -0.7
56) Cc1ccc2nc(-c3ccncc3)c(NC3CCCC3)n2c1
  A: 1; B: 11; C: -4; D: 5; E: -424; F: 8; G: -25; H: -1.0
57) CCOC(=O)c1cc[nH]c1CC(=O)NC
  A: 0; B: -5; C: 2; D: -1; E: 23; F: -3; G: 8; H: 0.7
58) CC(C)(C)OC(=O)N[C@@H](COCc1ccccc1)C(=O)N[C@@H](CO)[C@H](O)[C@@H]1C[C@@H]1C(=O)N1CCCC1
  A: -2; B: -6; C: 4; D: -10; E: 11; F: -5; G: -12; H: 0.2
59) CCOCCOC(=O)C1=C(C)Nc2ccc(C)cc2S1
  A: -1; B: -7; C: 1; D: -3; E: 2; F: -10; G: 35; H: 1.8
60) O=C(NCc1ccccn1)C(=O)Nc1ccccc1
  A: -1; B: 6; C: 14; D: -3; E: 24; F: 1; G: -12; H: -0.1
